# Mdm2 MdmX PPI: human Mdm2/MdmX binding inhibition | O15151+Q00987 | SaOS-2 split-luciferase Mdm2/MdmX complementation, luminescence | inhibition, % at 8 µM | 330,000 tested, 3% active;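 active means inhibition of at least 50% at 8 µM in the primary screen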
# CCR6 antag: antagonists of human CCR6 receptor; 340,000 tested, 0.49% active; inhibition, % at 20 µM; P51684; CHO-K1 CCR6 PathHunter beta-arrestin, luminescence, CCL20-stimulated;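 active means compounds whose inhibition of the agonist-driven luminescence signal at 20 µM reaches about 50%, limit read from the data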;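 further: cells stimulated with CCL20 at 14 nM final; plate controls were DMSO with CCL20 for no effect and DMSO without agonist for full effect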
# Target sequence (P51684 whole entry, looked up): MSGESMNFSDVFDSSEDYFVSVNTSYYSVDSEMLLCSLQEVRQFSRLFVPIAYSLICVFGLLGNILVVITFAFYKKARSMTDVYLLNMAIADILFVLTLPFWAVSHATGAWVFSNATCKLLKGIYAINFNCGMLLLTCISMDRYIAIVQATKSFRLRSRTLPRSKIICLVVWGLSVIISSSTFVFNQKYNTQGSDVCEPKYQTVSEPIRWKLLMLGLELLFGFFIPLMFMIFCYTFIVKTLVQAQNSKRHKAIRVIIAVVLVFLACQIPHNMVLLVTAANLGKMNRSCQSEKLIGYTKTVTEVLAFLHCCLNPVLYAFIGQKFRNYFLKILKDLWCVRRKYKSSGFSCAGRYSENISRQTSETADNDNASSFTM
# CXCR6 block: CXCR6 (human) receptor inhibition; 360,000 tested, 0.36% active; O00574; inhibition, % at 20 µM; CHO-K1 PathHunter CXCR6 beta-arrestin, luminescence; in the data active means inhibition above about 34%, passing the limit was not always enough;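 further: antagonist mode with CXCL16 agonist at 10 nM final; 0% = 10 nM CXCL16 with DMSO and 100% = unstimulated wells without agonist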
# Target sequence (O00574 whole entry, looked up): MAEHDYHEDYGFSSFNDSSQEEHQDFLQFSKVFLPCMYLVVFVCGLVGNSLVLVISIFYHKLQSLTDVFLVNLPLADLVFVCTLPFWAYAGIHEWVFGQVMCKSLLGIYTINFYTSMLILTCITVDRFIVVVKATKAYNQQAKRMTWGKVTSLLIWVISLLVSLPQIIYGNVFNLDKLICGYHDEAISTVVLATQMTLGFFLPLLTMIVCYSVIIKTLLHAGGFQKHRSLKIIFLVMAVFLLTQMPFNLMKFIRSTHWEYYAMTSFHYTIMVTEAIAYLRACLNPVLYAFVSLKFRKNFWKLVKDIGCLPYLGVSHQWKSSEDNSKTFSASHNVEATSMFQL
# Jurkat NFkB inh: inhibitors of the PMA/ionomycin-induced NF-kB reporter in Jurkat cells. 330,000 tested, 0.53% active. PMA/ionomycin-induced NF-kB luciferase reporter, luminescence. inhibition, % at 4 µM. AID 435003; in the data active means inhibition above about 50%
# EBI2 antag: antagonists of human EBI2 receptor | P32249 | 360,000 tested, 0.81% active | inhibition, % at 5 µM | EBI2 beta-arrestin recruitment, luminescence, 7a,25-OHC stimulated; in the data active means inhibition above about 38%;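 further: enzyme fragment complementation signal reports receptor beta-arrestin coupling in cells; 0% = agonist plus DMSO wells and 100% = wells without agonist; some results beyond the cut were filed as inactive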
# Target sequence (P32249 whole entry, looked up, the tested form may be a part): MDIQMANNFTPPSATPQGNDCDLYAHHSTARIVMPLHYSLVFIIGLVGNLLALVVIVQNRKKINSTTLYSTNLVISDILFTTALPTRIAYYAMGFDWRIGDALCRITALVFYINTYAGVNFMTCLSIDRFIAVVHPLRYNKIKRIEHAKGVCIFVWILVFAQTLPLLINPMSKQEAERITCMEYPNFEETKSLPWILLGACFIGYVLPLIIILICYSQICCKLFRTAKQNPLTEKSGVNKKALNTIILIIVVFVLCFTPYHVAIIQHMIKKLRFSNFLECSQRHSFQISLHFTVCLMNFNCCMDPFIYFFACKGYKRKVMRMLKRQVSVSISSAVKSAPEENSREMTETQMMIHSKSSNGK
# Gli-Sufu antag: antagonists of Gli-Sufu signaling. Sufu-KO-LIGHT fibroblasts, Gli luciferase reporter luminescence. inhibition, % at 5 µM. 340,000 tested, 0.74% active. AID 588413;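 active means inhibition above about 55%, limit read from the data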;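 further: 0% = DMSO-treated cells and 100% = wells with medium but no cells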
# XBP1 UPR activ: adaptive UPR (XBP1) activation. activation, % at 20 µM. CHO-XBP1 luciferase reporter, IRE1-XBP1 UPR activation, luminescence; percent of tunicamycin response, DMSO as zero. AID 463104. 330,000 tested, 0.33% active;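 active means versus positive control, 20 µM dose yields 30% or more activation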;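 further: 100% = tunicamycin at 10 µg/mL and 0% = DMSO only wells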
#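 assay system = CHO-XBP1 luciferase reporter cells | amount = 1000 cells/well | buffer or medium = F12 plus 10% FBS | compound dosing = single point, 20 µM final compound, 1% DMSO | incubation = 16-18 h cell attachment at 37 °C, then 6 h compound exposure | detection = Steady-Glo luminescence read | controls = tunicamycin 10 µg/mL and vehicle-only wells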
# 697 NFkB inh: inhibitors of the PMA/ionomycin-induced NF-kB reporter in 697 B cells. 697 B-cell NF-kB luciferase reporter, 16 h. inhibition, % at 4 µM. 330,000 tested, 0.33% active. AID 435022; in the data active means inhibition above about 35%
# CHOP UPR activ: apoptotic UPR (CHOP) activation | CHO-CHOP luciferase reporter, luminescence; percent of tunicamycin response over DMSO baseline | 330,000 tested, 0.34% active | AID 449763 | activation, % at 10 µM;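 active means at 10 µM dose, activation of 40% or more, normalized to positive control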;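 further: 100% = tunicamycin at 10 µg/mL and 0% = DMSO alone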
#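 Test system: CHO-CHOP cells, stable luciferase reporter of PERK-eIF2a-CHOP signalling | Quantity: 500 CHO-CHOP cells per well | Buffer or medium: F12 plus 10% serum | Compound dosing: 10 µM single point, 0.5% DMSO | Schedule: 6 h compound treatment, 37 °C | Signal: Luciferase luminescence | Control set: Tunicamycin high control, DMSO low control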
# The depositor's hits bear a star; · = not tested or not shown; & = joins results of further samples.
SMILES,Mdm2 MdmX PPI,CCR6 antag,CXCR6 block,Jurkat NFkB inh,EBI2 antag,Gli-Sufu antag,XBP1 UPR activ,697 NFkB inh,CHOP UPR activ
Oc1cccc(Nc2ccccc2)c1,40,8,-3,-1,3,1,1,0,0.6
Cc1ccc(C)c(NS(=O)(=O)c2cc(C(=O)Nc3ccccc3-c3ccccc3)ccc2C)c1,8,1,12,-1,31,4,0,-19,-0.2
Cc1cc(C)n2nc(SCc3ccccc3F)nc2n1,-25,8,-1,-25,4,3,1,-7,2.0
CCOC(=O)CC(=O)COc1nc2cc3c(nc2o1)CCCC3,9,3,0,-28,5,26,-1,-12,2.2
Cc1ccc(-c2noc(C3CCCN(C(=O)c4ccc(C(C)(C)C)cc4)C3)n2)o1 (stereo unspecified),-17,11,0,12,4,50,-1,-11,0.3
O=C(Cn1cnc2sc3c(c2c1=O)CCCC3)NCC(=O)Nc1ccccc1F,23,13,-3,6,-5,-8,0,1,0.5
COc1ccc(NC(=O)CSCc2cc(=O)n3cc(C)sc3n2)cc1,14,5,1,-8,-22,28,-2,2,1.0
Cc1ccc(NC(=O)CSc2nc3ccccc3c(=O)n2CCCC(=O)N2CCCC2)cc1,33,1,9,10,3,11,0,-13,1.6
C/C(CC(=O)Nc1ccc(Cl)c(Cl)c1)=N\NC(=O)C(=O)N1CCCCC1,-9,-1,2,-18,-9,-6,0,7,2.5
COc1cc(OC)c(C(=O)NCC(c2cccs2)N(C)C)cc1OC (stereo unspecified),-44,·,7,-7,-1,·,-2,16,-0.4
O=C(CSc1nnc(-c2ccccc2)o1)c1ccc2c(c1)OCCO2,18,13,-5,-15,10,0,-1,8,1.4
Cc1cccc(CC(=O)NCCn2c(C)cc3ccccc32)c1,4,16,4,11,11,3,-2,-3,1.1
CCCCn1c(C)csc1=Nc1cccnc1,7,-3,-2,-5,1,22,-2,2,2.6
CCC(=O)Nc1ccc(S(=O)(=O)Nc2nccs2)cc1,-3,-4,2,-42,7,16,-6,-57,-1.0
O=C(COc1cccc(C(F)(F)F)c1)Nc1nnc(C2CC2)s1,-2,1,4,10,-6,6,-3,15,-0.1
Cc1ccc(-c2cc(C(=O)O)c3cc(Br)ccc3n2)s1,7,-1&-3,-2&-7,-9,-3&-10,-16,0,-25,0.3
C=CCn1c(C)nnc1SCC(=O)Nc1ccc2c(c1)OCCO2,-19,11,1,1,-7,-3,0,-19,0.1
COC(=O)c1ccc(S(=O)(=O)N2CCCCCC2)cc1,2,14,5,3,7,5,-1,-3,1.0
O=c1[nH]c(C2CCCN(S(=O)(=O)c3ccccc3)C2)nc2c1nnn2Cc1cccc(Cl)c1 (stereo unspecified),21,6,-4,4,10,-11,4,-9,2.6
O=C(NC1CCCCCCC1)c1ccco1,-23,-23,7,8,-5,-2,2,21,1.6
CCOC(=O)C1CCN(C(=O)COc2ccc(Br)cc2Br)CC1,21,7,-6,-3,44*,18,2,-4,2.4
O=C(NNC(=O)C12CC3CC(CC(Cl)(C3)C1)C2)c1ccncc1,1,-14,7,1,0,-5,-3,1,0.4
CC1(C)Cc2c(sc(NC(=O)C(=O)NCCCN3CCOCC3)c2C#N)CO1,-11,11,2,3,-8,-25,-1,-28,0.3
CCOC(=O)CNC1CC(=O)N(c2cccc(Cl)c2)C1=O (stereo unspecified),11,-7,9,-3,-2,-3,-3,10,2.6
O=C(O)CN1C(=O)/C(=C\c2cccc(OCc3ccc(Cl)cc3)c2)SC1=S,-47,11,-1,0,0,-5,0,-25,1.4
SMILES,Mdm2 MdmX PPI,CCR6 antag,CXCR6 block,Jurkat NFkB inh,EBI2 antag,Gli-Sufu antag,XBP1 UPR activ,697 NFkB inh,CHOP UPR activ
Cc1ccc(/C=N/NC(=O)c2ccoc2C)o1,-34,17,-16,-10,-4,-4,1,-42,3.1
Cn1c(SCc2ccc(C#N)cc2)nnc1-c1cccc(Cl)c1,-4,-2,2,4,13,5,-4,13,-0.7
NC(=O)C(Cc1ccccc1)N1C(=O)c2ccccc2C1=O (stereo unspecified),10,-2,-12,5,4,6,-1,5,-2.0
CN(C)Cc1c(C(=O)N/N=C/c2ccc(OCc3ccc(F)cc3)cc2)nnn1-c1nonc1N,14,0,0,-49,-7,-2,0,-7,-0.7
COc1ccccc1C(=O)N/N=C(\C)CC(=O)Nc1ccc(Nc2ccccc2)cc1,-4,16,5,12,7,-37,-5,4,1.2
Cc1cc(C)n2nc(C)c(-c3ccc(Cl)cc3)c2n1,24,9,4,4,0,-2,7,-5,-0.4
Cc1ccc(CS(=O)(=O)Cc2ccc(C(=O)NCCCN3CC(C)CC(C)C3)o2)cc1 (stereo unspecified),5,11,-6,10,-3,11,-3,-13,1.1
O=C(Nc1nccs1)C(F)(F)C(F)(F)C(F)(F)C(=O)Nc1nccs1,3,7,9,-5,1,-2,-4,8,-0.1
COC(=O)c1cnn(-c2ccc(F)cc2F)c1/C=N/NC(N)=S,7,-9,-20,-1,-23,6,2,-15,0.3
CCOc1ccc(/C=N/NC(=O)C(C)N(c2ccc(OC)cc2)S(C)(=O)=O)cc1OCC (stereo unspecified),-5,12,-1,-7,1,3,-1,22,-0.3
Nc1ccccc1Sc1ccc(C(=O)c2ccccc2C(=O)O)cc1[N+](=O)[O-],-9,12,4,-20,0,7,2,3,0.0
COC(=O)c1nn(-c2ccccc2)c(Cl)c1/C=N/OCc1c(Cl)cccc1Cl,32,17,-2,0,-9,3,-2,5,1.8
CC(=O)c1ccc(N/C=C/C(=O)c2ccc(Br)cc2)cc1,-8,4,-8,-96,-5,-58,0,-173,4.6
COc1ccc(CCNC(=O)c2[nH]c(C)c(C(C)=O)c2C)cc1,9,8,4,0,-5,-1,-2,7,0.3
CC(C)Nc1nc(NC(C)C)nc(OCCOC(=O)c2ccccc2)n1,5,11,1,-2,-4,-7,-2,20,2.1
Cc1ccc(NS(=O)(=O)c2ccc3[nH]c(=O)c(=O)[nH]c3c2)cc1Cl,8,6,0,-21,-8,0,1,5,-1.1
CCOc1cccc(CN2CCCC(C(=O)Nc3ccc(-c4ccn[nH]4)cc3)C2)c1O (stereo unspecified),9,21,0,8,9,16,-4,1,-0.1
CCc1nnc(SCc2ccc(CSc3nnc(CC)n3N)cc2)n1N,5,3,-7,-4,-5,13,3,8,-0.1
Cc1cccc(Nc2nc(N)nc(CN3CCC(C)CC3)n2)c1C,7,-1,10,2,-6,2,0,4,-1.4
O=[N+]([O-])c1ccc2c(c1)C(=NO)c1cc(F)ccc1-2,·,-3,-4,·,-3,-17,·,·,·
Cc1n[nH]c(C)c1CCc1nc2c3ccccc3nc(SCC(=O)Nc3ccccc3F)n2n1,19,-6,-1,7,-4,6,2,10,4.4
CC1=C(C(=O)OC2CCCCCCC2)C(c2cc3c(cc2Br)OCO3)CC(=O)N1 (stereo unspecified),78*,6,-34,7,12,9,10,-7,1.2
O=C(Nc1ccc2oc(-c3ccc(F)cc3)nc2c1)c1ccccc1F,0,9,-1,-52,-1,9,0,-38,0.5
COc1ccc(-c2nnc(SCC(=O)c3ccc[nH]3)o2)cc1,-165,9,-7,-142,1,-80,1,-144,-0.2
O=C(N/N=C/c1ccsc1)c1cc(-c2ccncc2)nc2ccccc12,52*,12,-5,55*,-7,44,10,-75,0.2

# Sorted by SMILES length (smallest number first): some entries from above
SMILES,Mdm2 MdmX PPI,CCR6 antag,CXCR6 block,Jurkat NFkB inh,EBI2 antag,Gli-Sufu antag,XBP1 UPR activ,697 NFkB inh,CHOP UPR activ
Cc1ccc(/C=N/NC(=O)c2ccoc2C)o1,-34,17,-16,-10,-4,-4,1,-42,3.1
COc1ccc(-c2nnc(SCC(=O)c3ccc[nH]3)o2)cc1,-165,9,-7,-142,1,-80,1,-144,-0.2
Nc1ccccc1Sc1ccc(C(=O)c2ccccc2C(=O)O)cc1[N+](=O)[O-],-9,12,4,-20,0,7,2,3,0.0

# (cont.)
SMILES,Mdm2 MdmX PPI,CCR6 antag,CXCR6 block,Jurkat NFkB inh,EBI2 antag,Gli-Sufu antag,XBP1 UPR activ,697 NFkB inh,CHOP UPR activ
COc1ccc(NC(=O)c2ccco2)cc1S(=O)(=O)N1CCCCC1,0,-11,-7,9,-4,0,-3,12,1.6
Cn1c(N)c(C(=O)COC(=O)CNS(=O)(=O)c2ccc(Cl)c(Cl)c2)c(=O)n(C)c1=O,-3,9,-8,-6,-7,1,1,8,1.1
CCCN(CCC)c1ccc(/C=N/NC(=O)CN2CCOCC2)cc1,-14,3,-9,-10,-9,-8,-3,30,0.9
COc1ccc(-c2nc(CS(=O)CC(=O)NCc3ccco3)c(C)o2)cc1 (stereo unspecified),10,11,4,17,4,-3,1,9,-0.5
OC(COc1cccc(OCC(O)CN2CCOCC2)c1)CN1CCOCC1 (stereo unspecified),-9&13,0&-11,2&-5,16&-9,-12&8,2&-7,0&-3,-2&-24,0.2&-0.3
CCSc1nnc(NC(=O)COc2cccc3ccccc23)s1,9,5,2,-4,-2,3,-3,-7,-0.3
COc1cccc(/C=N/NC(=O)C(=O)NCc2ccco2)c1OC,-8,4,-5,4,-12,-5,1,-10,0.2
COC(=O)CCCNc1ncccc1[N+](=O)[O-],-24,9,0,-4,-1,3,-3,5,-0.9
Cc1ccsc1C(=O)NCCC(c1ccccc1)c1ccccc1,5,14,6,-12,8,10,-3,1,-1.1
O=C(NCc1cccc(F)c1)c1cccc2c1C(=O)c1ccc(N3CCCC3)cc1S2(=O)=O,19,-3,6,-3,0,-7,-2,4,-0.3

# Quoted from the listing:
# COc1ccc(NC(=O)c2ccco2)cc1S(=O)(=O)N1CCCCC1 @ CCR6 antag: -11
# COc1ccc(-c2nc(CS(=O)CC(=O)NCc3ccco3)c(C)o2)cc1 (stereo unspecified) @ XBP1 UPR activ: 1
# Cc1ccsc1C(=O)NCCC(c1ccccc1)c1ccccc1 @ Mdm2 MdmX PPI: 5

# Some of the entries so far, with each value named:
> CCCN(CCC)c1ccc(/C=N/NC(=O)CN2CCOCC2)cc1
  Mdm2 MdmX PPI: -14	CCR6 antag: 3	CXCR6 block: -9	Jurkat NFkB inh: -10	EBI2 antag: -9	Gli-Sufu antag: -8	XBP1 UPR activ: -3	697 NFkB inh: 30	CHOP UPR activ: 0.9
> COc1ccc(-c2nc(CS(=O)CC(=O)NCc3ccco3)c(C)o2)cc1 (stereo unspecified)
  Mdm2 MdmX PPI: 10	CCR6 antag: 11	CXCR6 block: 4	Jurkat NFkB inh: 17	EBI2 antag: 4	Gli-Sufu antag: -3	XBP1 UPR activ: 1	697 NFkB inh: 9	CHOP UPR activ: -0.5
> OC(COc1cccc(OCC(O)CN2CCOCC2)c1)CN1CCOCC1 (stereo unspecified)
  Mdm2 MdmX PPI: -9&13	CCR6 antag: 0&-11	CXCR6 block: 2&-5	Jurkat NFkB inh: 16&-9	EBI2 antag: -12&8	Gli-Sufu antag: 2&-7	XBP1 UPR activ: 0&-3	697 NFkB inh: -2&-24	CHOP UPR activ: 0.2&-0.3
> CCSc1nnc(NC(=O)COc2cccc3ccccc23)s1
  Mdm2 MdmX PPI: 9	CCR6 antag: 5	CXCR6 block: 2	Jurkat NFkB inh: -4	EBI2 antag: -2	Gli-Sufu antag: 3	XBP1 UPR activ: -3	697 NFkB inh: -7	CHOP UPR activ: -0.3
